Dynein transport: dynein cargo transport inhibition. 3617.4 mouse cells, GR-EGFP nuclear translocation imaging; test concentration mostly 20 µM; stimulated with dexamethasone, 1 µM; hits give low values. z-score, hits read low. 220,000 tested, 0.47% active. AID 1381;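 active means plate z-score of nuclear minus cytoplasmic receptor signal below a set negative limit, without overly bright fluorescence or cell loss, cut at about -3.5 in these data, passing the limit was not always enough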;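 further: z-score of nuclear minus cytoplasmic ring GR-EGFP intensity difference per well; some compounds called inactive have numbers as strong as hits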
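Medium: Induction medium lacking tetracycline, stripped serum | Probe or stimulus: 1.0 µM final dexamethasone stimulus | Schedule: 48 h induction, then 1 h compound, then 30 min agonist, 37 °C | Signal: Automated 10x imaging of fixed Hoechst-stained cells | Evaluation: Per-cell GR-EGFP intensity, nucleus versus surrounding cytoplasmic ring, well-averaged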
Yfh1-off respiration: mitochondrial function rescue without frataxin homolog – Friedreich's ataxia, plus single-dose screen, dose response (AID 1465); S. cerevisiae Yfh1-off respiration, WST-1 reduction, 72 h; higher fold induction means a stronger effect; fold induction at 50 µM, or EC50 in µM where a hit was titrated; 220,000 tested, 0.074% active;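 active means fold induction of absorbance versus untreated yeast above a set limit, then at least 30% activation at any dose in follow-up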;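 further: activators that raise dye reduction in frataxin-depleted yeast; strong numbers were not always called active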
WT yeast gro inh: growth inhibition of WT yeast, mitochondrial fusion screen; 190,000 tested, 2.1% active; AID 1362; mitochondrial fusion phenotypic screen, WT strain; inhibition, % at 10 µM; in the data active means inhibition above about 58%; tested in S. cerevisiae
Autophagy mod: alters autophagy in cells | calls only at 10 µM (by protocol) | MEF GFP-LC3 puncta imaging; test concentration mostly 10 µM | 190,000 tested, 0.98% active;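 active means percentage of spot-positive cells more than 3 SD above its plate mean, without a fluorescence outlier flag or 80% toxicity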;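 further: spot-positive cell cutoff set from DMSO-treated cells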
M1AAP inhibition: malaria alanyl aminopeptidase activity blockers – biochemical, fluorogenic H-Leu-NHMec substrate, 1536-well (AID 1445); one-dose inhibition, % at 30 µM; IC50 in µM for titrated hits; 220,000 tested, 0.42% active; recombinant M1AAP, H-Leu-NHMec fluorogenic kinetic assay; higher % means a stronger effect;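 active means primary inhibition above the hit cutoff, then over 50% inhibition at one or more dose response concentrations, cut at about 23% in these data, passing the limit was not always enough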;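 further: plate controls were DMSO full reaction for no effect and no enzyme background for full effect; strong numbers were not always called active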
T cell HTS: T cell immune modulation candidate; 330,000 tested, 0.068% active; AID 2052; 2C CD8+ T cell-vesicle binding, flow cytometry; hits give low values; calls only at 7 µM;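 active means response, share of CD8 T cells binding vesicles, and their 90th percentile fluorescence all below set limits, cut at about 80% in these data, passing the limit was not always enough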
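Read-out – percent CD8+ FL2 mean versus row control · System – murine 2C transgenic CD8+ T lymphocytes · Times – 1.5 h cell–vesicle binding at 37 °C, then 20 min icy labelling · Control set – naked vesicles low, QL9 vesicles with vehicle high · Detection – cytometric PE anti-B7-1 and Alexa647 anti-CD8 signals after 1% paraformaldehyde fixation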
bCat nuc transl: beta-catenin nuclear translocation modulation | HeLa beta-catenin nuclear translocation, immunofluorescence imaging | nuclear translocation activity, % at 5 µM | 190,000 tested, 0.3% active | AID 1665;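 active means nuclear translocation activity above 50% at 5 µM, with a well cell count of 50 or more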;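 further: per-cell ratio of nuclear to cytoplasmic median beta-catenin stain intensity; plate controls were DMSO negative control for no effect and GSK-3 inhibitor IX positive control for full effect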
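assay system = human HeLa cells, endogenous beta-catenin | times = compound treatment 24 h, 37°C, 5% CO2 | detection = Anti-beta-catenin immunofluorescence on PFA-fixed, Triton-permeabilized cells, DAPI nuclei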
MT stabilizer: microtubule stabilizers in HeLa cells; HeLa tubulin immunostaining HCS, 24 h; share of cells brighter than vehicle mean+2SD; % tubulin-high responders, % at 10 µM; 200,000 tested, 0.83% active;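 active means plate Z-score above 3 for both tubulin-high and condensed-nucleus cell shares, with cell loss under 80%, at 10 µM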;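 further: anti alpha tubulin signal scored within the nucleus-defined area of each cell; some results filed as inactive read as strong as hits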
M17LAP inhibition: P. falciparum M17LAP inhibitors, primary screen, biochemical, fluorogenic H-Leu-NHMec substrate, 1536-well (AID 1619) | recombinant M17LAP, H-Leu-NHMec fluorogenic kinetic assay; higher % means a stronger effect | inhibition, % at 30 µM, or IC50 in µM where a hit was titrated | 220,000 tested, 0.38% active;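 active means compound inhibiting the enzyme by more than half at any dose during confirmatory dose-response retesting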;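 further: plate controls were full reaction with DMSO carrier for no effect and no enzyme background for full effect; strong numbers were not always called active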
WT yeast gro inh mutant strain: recorded beside WT yeast gro inh, whose call it bears; inhibition, %; mitochondrial fusion phenotypic screen, mutant strain inhibition
Dynein transport cytoplasmic EGFP: recorded beside Dynein transport, whose call it bears; z-score; measured here: cytoplasmic GR-EGFP intensity; hits give high values
Dynein transport nuclear GR-EGFP: second read-out of Dynein transport, no call of its own (marks repeat the call); z-score; measured here: nuclear GR-EGFP intensity;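 lower value marks the stronger effect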
Dynein transport cell count: further read-out of Dynein transport, marked with its call; z-score; measured here: cell count per field
bCat nuc transl cell count 5 µM: recorded beside bCat nuc transl, whose call it bears; cell count; measured here: cell count, cytotoxicity flag
T cell HTS vesicle-bound %: also measured in T cell HTS; calls as there; double positive events, %; measured here: CD8+ vesicle-bound cell fraction;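 binding gate set so that unloaded-vesicle control wells show 10% double positive cells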
MT stabilizer Hoechst-high %: also measured in MT stabilizer; calls as there; % Hoechst-high responders; measured here: nuclear condensation Hoechst responders;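 share of cells brighter than vehicle mean plus two SD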
MT stabilizer cytotoxicity %: recorded beside MT stabilizer, whose call it bears; toxicity, %; measured here: cytotoxicity by cell density;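 0% = mean cell density of plate MIN control wells and 100% = no cells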
Autophagy mod cell loss 18 h: further read-out of Autophagy mod, marked with its call; toxicity, %; measured here: cell loss, nuclei count;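 cell loss after 18 h compound exposure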
Starred values were filed as active, the others as inactive; i = inactive; · = not tested or not shown.

structure,Dynein transport,Dynein transport cytoplasmic EGFP,Dynein transport nuclear GR-EGFP,Dynein transport cell count,Yfh1-off respiration,WT yeast gro inh,WT yeast gro inh mutant strain,Autophagy mod,Autophagy mod cell loss 18 h,M1AAP inhibition,T cell HTS,T cell HTS vesicle-bound %,bCat nuc transl,bCat nuc transl cell count 5 µM,MT stabilizer,MT stabilizer Hoechst-high %,MT stabilizer cytotoxicity %,M17LAP inhibition
O=C(c1ccccc1)c1cccs1,-0.34,-0.25,-0.2,0.62,i,-13,-7,i,-12,-2%,i,34,-1.0,1087,3.0,2.3,7.1,-3%
CNC(=S)NNC(=O)c1ccc2c(c1)OCO2,0.84,-0.23,0.84,-0.29,i,-12,-8,i,-16,-4%,i,10,0.4,1228,5.8,1.4,6.9,-4%
CC(=O)Nc1ccc(N=C(C2=C(O)c3ccccc3C2=O)c2ccccc2)cc1,-0.2,-0.2,-0.39,-0.18,i,-5,-1,i,17,13%,i,55,-2.5,1171,4.1,1.7,33,3%
CC(C)(C)N(NC(=O)OCc1ccccc1)C(=O)c1ccccc1,0.79,-0.3,0.51,-0.31,i,10,10,i,-1,2%,i,54,0.0,955,1.8,3.2,1.6,-7%
Cc1cc(NC(=O)CSc2cn(C)c3ccccc23)no1,-0.71,-0.22,-0.41,0.35,i,6,-1,i,5,8%,i,24,·,·,3.0,2.7,6.8,11%
Cc1cc(NC(=O)c2ccc(-c3ccc(F)c(Cl)c3)o2)no1,0.99,-0.23,0.74,-0.27,i,15,15,i,12,0%,i,56,-0.4,1307,4.8,2.3,26,-5%
Cc1cc(C)nc(N(C#N)Cc2ccccc2C)n1,-0.00067,-0.22,0.53,-0.1,i,-7,-16,i,-6,·,i,59,0.8,1373,2.0,1.7,7.4,·
CCC(C)NC(=O)c1cc2cc3ccc(OC)cc3nc2s1 (stereo unspecified),-0.34,-0.25,-0.18,0.65,i,2,-7,i,0,13%,i,13,·,·,1.1,0.9,7.6,-10%
NC(=O)Cc1ccc(Nc2nnc(-c3ccc(O)cc3)c3ccccc23)cc1,-0.6,-0.25,-0.24,0.16,i,-17,4,i,2,14%,i,60,-0.4,1145,3.0,1.5,7.5,0%
CC(=O)c1ccc(NC(=O)C(=O)c2cn(CC(=O)N3CCCCC3)c3ccccc23)cc1,2,0.063,1.6,-1.4,i,3,-9,i,3,5%,i,47,0.6,1107,6.4,1.6,7.0,0%
COc1ccc(CNC(=O)CCCn2nc(C)c([N+](=O)[O-])c2C)cc1OC,-0.59,-0.28,-0.4,0.86,i,3,8,i,6,1%,i,30,0.2,1093,4.3,1.4,4.9,-2%
Cc1nn2c3cc(N4CCOCC4)ccc3nc2c2ccccc12,0.91,1.1,0.83,0.74,i,·,·,i,-9,·,i,20,·,·,3.3,2.4,3.3,·
Cc1ccc2cc(CCNS(=O)(=O)c3ccc(F)cc3)c(=O)[nH]c2c1C,-0.03,0.19,0.38,-0.11,·,-13,7,i,-4,2%,i,28,-2.9,1188,2.1,1.7,11,5%
O=C(NCc1ccc2c(c1)OCO2)c1cc2ncc(Br)cn2n1,-0.15,-0.21,0.13,0.085,i,-11,-12,i,-5,3%,i,39,2.4,889,4.6,3.3,8.4,0%
Cc1[nH]c2c([N+](=O)[O-])cccc2c1C,-0.041,-0.25,-0.037,0.24,i,·,·,·,·,-1%,i,21,-5.6,1205,·,·,·,-7%
O=C(COC(=O)c1cccs1)Nc1ccccc1,-0.28,-0.33,0.058,0.21,i,3,-4,i,1,0%,i,9,-2.4,779,5.6,3.3,3.2,4%
CC1CCN(C(=O)c2ccc3c(Cl)c4c(nc3c2)CCCC4)CC1,-6*,1.5*,-2.3*,-1.5*,i,51,33,i,3,-3%,i,40,0.2,1010,5.4,2.7,6.2,-1%
O=C(CSc1nnc(CNc2ccc(F)cc2)o1)N1CCCc2ccccc21,-0.28,-0.21,0.69,0.19,i,-4,-4,i,-3,9%,i,13,-3.7,958,3.0,2.3,9.2,-2%
CCCCN(CC)C(=O)c1ccc(Cl)c(Cl)c1,1.8,-0.22,0.12,-0.61,i,17,18,i,-8,-1%,i,60,·,·,3.9,0.9,1.6,8%
CCn1cc(C(=O)NCc2cccs2)c(=O)c2ccc(C)nc21,-0.66,-0.3,-0.32,0.1,i,-2,20,i,26,-2%,i,18,0.5,1154,5.7,4.2,6.8,-3%
CCc1ccccc1NC(=O)NC1CC2CCC(C1)N2Cc1cccs1 (stereo unspecified),-0.89,-0.045,-0.35,-0.066,i,7,-5,i,8,6%,i,14,0.4,1362,1.7,1.3,4.1,-4%
Cc1ccc(NC(=O)N/C=C/c2ccco2)cc1C,-1,-0.047,0.14,0.93,i,10,30,i,34,6%,i,30,0.7,1342,2.6,2.1,6.8,20%
CCOC(=O)/C(=N/Nc1ccc(Cl)cc1)S(=O)(=O)c1ccc(Cl)cc1,-0.72,0.066,-0.098,0.11,i,18,19,i,-5,-6%,i,52,2.3,1092,3.1,2.3,3.2,7%
CCN=c1sc(C(=O)Nc2ccccc2)c(C)n1CC,0.15,-0.32,0.92,-0.9,i,0,5,i,-15,5%,i,31,-1.9,1062,3.4,2.0,1.3,3%
CCC(=O)N(Cc1c(C)nn(-c2ccccc2)c1Cl)c1ccc(Cl)cc1,-0.28,-0.056,-0.38,0.023,i,23,16,i,5,-2%,i,48,-0.8,930,3.2,2.5,1.1,10%
O=C(c1ccc(Cl)cc1)[C@@H]1[C@@H]2C(=O)N(c3ccccc3)C(=O)[C@@H]2C2c3ccccc3C=NN21 (stereo partly specified),0.57,-0.1,0.7,-0.54,i,14,1,i,-12,0%,i,34,1.7,565,3.9,2.4,11,4%
Cc1cc2cc(CN(CCCO)S(=O)(=O)c3cccc4nsnc34)c(=O)[nH]c2cc1C,-0.58,-0.36,-0.011,0.38,i,16,18,i,-7,15%,i,10,-2.5,792,5.0,2.9,7.1,2%
CSc1nc(N)n(-c2cc(C(F)(F)F)ccn2)n1,-0.36,-0.25,-0.2,0.73,i,·,·,·,·,-2%,i,18,0.2,1319,·,·,·,-9%
c1ccc(Cn2nnnc2C(c2ccncc2)N2CCOCC2)cc1 (stereo unspecified),0.11,-0.13,0.73,-1.3,i,-1,-3,i,4,3%,i,49,-5.3,985,5.9,2.7,4.6,-2%
COCCn1c(CN2CCC(Cc3ccccc3)CC2)nc2c1c(=O)n(C)c(=O)n2C,1.6,-0.22,0.85,-1.6,i,57,-4,i,23,-4%,i,31,1.4,1069,3.3,1.6,6.2,6%
Cc1nn(-c2ccccc2)c(C)c1NC(=O)COc1ccc(Br)cc1Cl,0.55,-0.29,0.16,-0.33,i,-4,1,i,-10,3%,i,54,-1.3,1148,3.3,2.2,6.6,11%

Reformatted with two lines to a compound: entries from further up
The line under a structure holds: Dynein transport | Dynein transport cytoplasmic EGFP | Dynein transport nuclear GR-EGFP | Dynein transport cell count | Yfh1-off respiration | WT yeast gro inh | WT yeast gro inh mutant strain | Autophagy mod | Autophagy mod cell loss 18 h | M1AAP inhibition | T cell HTS | T cell HTS vesicle-bound % | bCat nuc transl | bCat nuc transl cell count 5 µM | MT stabilizer | MT stabilizer Hoechst-high % | MT stabilizer cytotoxicity % | M17LAP inhibition
Cc1cc2cc(CN(CCCO)S(=O)(=O)c3cccc4nsnc34)c(=O)[nH]c2cc1C
    -0.58 | -0.36 | -0.011 | 0.38 | i | 16 | 18 | i | -7 | 15% | i | 10 | -2.5 | 792 | 5.0 | 2.9 | 7.1 | 2%
CSc1nc(N)n(-c2cc(C(F)(F)F)ccn2)n1
    -0.36 | -0.25 | -0.2 | 0.73 | i | · | · | · | · | -2% | i | 18 | 0.2 | 1319 | · | · | · | -9%

Screening data deposited in PubChem BioAssay by several laboratories.
